# Source: PubChem BioAssay
# 3CLpro inhibitor = SARS-CoV 3CLpro protease inhibitors, primary screen, biochemical, quenched FRET. AID 1706, 2009. 290,000 tested, 0.14% active. inhibition, % at 6 µM. recombinant SARS-CoV 3CLpro, quenched FRET peptide cleavage. Replicase polyprotein 1ab (Severe acute respiratory syndrome coronavirus), P0C6X7; in the data active = inhibition above about 12%
# Rv3671c inh = Rv3671c serine protease inhibitors, primary screen, biochemical, fluorescence polarization, M. tuberculosis H37Rv; P9WHR9; 320,000 tested, 0.048% active; AID 2606, 2010; inhibition, % at 5.96 µM; in the data active = inhibition above about 38%;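 also: extracellular domain of Rv3671c used as enzyme; 0% = enzyme with DMSO and 100% = no enzyme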
# Target sequence (P9WHR9 whole entry, looked up, the tested form may be a part): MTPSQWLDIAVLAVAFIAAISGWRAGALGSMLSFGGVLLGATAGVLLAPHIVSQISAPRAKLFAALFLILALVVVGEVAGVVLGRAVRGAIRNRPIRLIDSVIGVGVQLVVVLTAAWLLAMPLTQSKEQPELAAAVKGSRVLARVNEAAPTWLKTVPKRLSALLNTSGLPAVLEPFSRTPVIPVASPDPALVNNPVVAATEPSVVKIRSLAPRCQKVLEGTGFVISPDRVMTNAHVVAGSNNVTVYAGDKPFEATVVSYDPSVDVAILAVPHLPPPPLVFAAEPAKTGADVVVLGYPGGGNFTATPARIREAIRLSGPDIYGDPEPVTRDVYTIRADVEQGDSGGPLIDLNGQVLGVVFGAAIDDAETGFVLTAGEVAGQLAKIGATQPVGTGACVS
# MazEF act = activators of E. coli MazEF toxin-antitoxin RNase, primary screen, biochemical, fluorescence, uHTS. Endoribonuclease toxin MazF (Escherichia coli (strain K12)), P0AE70. FAM/BHQ RNA-DNA oligo cleavage fluorescence, 5 h. activation, % at 20 µM. 350,000 tested, 0.32% active; in the data active = activation above about 50%
# Target sequence (P0AE70 whole entry, looked up): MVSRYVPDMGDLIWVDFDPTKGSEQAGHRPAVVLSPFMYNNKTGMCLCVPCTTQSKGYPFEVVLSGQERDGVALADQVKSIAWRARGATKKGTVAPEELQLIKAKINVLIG
# Mtb UGM inh = M. tuberculosis UGM enzyme inhibitors, primary screen, biochemical, fluorescence polarization, single point; UDP-galactopyranose mutase (Mycobacterium tuberculosis (strain ATCC 25618 / H37Rv)), …; 320,000 tested, 0.06% active; purified UGM, fluorescence polarization probe displacement; AID 504406, 2011; inhibition, % at 10 µM; in the data active = inhibition above about 10%, passing the limit was not always enough
# GDH-TPI inh = GDH-TPI coupling enzyme inhibitors, primary screen, artefact control for M. tuberculosis FBA inhibitor project, biochemical, absorbance, full deck; inhibition, % at 4.8 µM; GDH-TPI coupled enzyme counterscreen, NADH absorbance; 360,000 tested, 1.2% active; in the data active = inhibition above about 30%;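 also: 0% = DMSO wells and 100% = wells lacking the enzyme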
# SSB-PriA inh = inhibitors of Klebsiella pneumoniae PriA binding to SSB C-terminal tail, primary screen, biochemical, AlphaScreen. PriA–SSB C-terminal tail interaction (Klebsiella pneumoniae). AlphaScreen SSBct-PriA binding, biotinylated peptide. inhibition, % at 33 µM. 430,000 tested, 0.6% active; in the data active = inhibition mostly above about 37%, no sharp cut-off; inactive = mostly below about 20%;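 also: plate controls were negative control peptide for no effect and reference peptide for full effect; strong numbers were not always called active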
# FBA Mtb inh = Mtb FBA enzyme inhibitors, primary screen, biochemical, fluorescence, strain H37Rv; purified M. tuberculosis FBA, fluorescence read-out; inhibition, % at 1 µM; 360,000 tested, 2.3% active; AID 588726, 2011; in the data active = inhibition above about 27%;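 also: 0% = vehicle and 100% = reference inhibitor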
# Target sequence (P9WQA3 whole entry, looked up): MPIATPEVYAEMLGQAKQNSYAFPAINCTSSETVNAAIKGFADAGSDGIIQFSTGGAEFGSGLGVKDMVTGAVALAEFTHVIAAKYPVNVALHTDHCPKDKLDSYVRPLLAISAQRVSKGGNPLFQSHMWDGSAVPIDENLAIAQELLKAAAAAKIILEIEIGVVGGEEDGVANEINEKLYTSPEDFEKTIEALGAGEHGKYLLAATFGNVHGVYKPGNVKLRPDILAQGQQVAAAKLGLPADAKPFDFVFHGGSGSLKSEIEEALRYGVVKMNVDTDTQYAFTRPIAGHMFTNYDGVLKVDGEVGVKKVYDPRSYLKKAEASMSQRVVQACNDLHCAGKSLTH
# DUSP3 inh = VHR1 phosphatase inhibitors, primary screen, biochemical, absorbance, uHTS; AID 1654, 2009; recombinant VHR phosphatase, pNPP absorbance; inhibition, % at 13.3 µM; Dual specificity protein phosphatase 3 (Homo sapiens), P51452; 290,000 tested, 0.52% active; in the data active = inhibition above about 50%; also: some compounds called inactive have numbers as strong as hits
# Target sequence (P51452 whole entry, looked up): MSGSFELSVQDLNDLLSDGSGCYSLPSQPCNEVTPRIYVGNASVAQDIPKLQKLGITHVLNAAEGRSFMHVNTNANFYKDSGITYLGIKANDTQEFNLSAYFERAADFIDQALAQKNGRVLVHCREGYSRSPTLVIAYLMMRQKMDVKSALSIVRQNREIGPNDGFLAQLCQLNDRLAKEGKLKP
# Mtb BioA inh = M. tuberculosis BioA enzyme inhibitors, primary screen, biochemical, plate reader, single point, HTS; 360,000 tested, 0.096% active; inhibition, % at 9.99 µM; purified M. tuberculosis BioA enzyme; AID 602481, 2012; in the data active = inhibition above about 40%
# Vc quorum ag = inducers of Vibrio cholerae quorum light production without autoinducers, primary screen, BH1578 luxS cqsA deficient, single point; V. cholerae BH1578 lux reporter, luminescence, 6 h; activation, % at 18.7 µM; 350,000 tested, 0.16% active; in the data active = activation mostly above about 9.7%, no sharp cut-off; also: not every result past the cut was called active; inactives centre near 0; reference of the scale not given here
# An asterisk follows results filed as active; i = inactive; . = no result given; & = joins results of further samples. This is a subset (hit frequency here may not be typical).
cpd	SMILES	3CLpro inhibitor	Rv3671c inh	MazEF act	Mtb UGM inh	GDH-TPI inh	SSB-PriA inh	FBA Mtb inh	DUSP3 inh	Mtb BioA inh	Vc quorum ag
1	CCOc1ccccc1NC(=O)NNC(=O)CCc1ccc(OC)cc1	0.0	.	4.8	-2.7	1.7	4.9	0.5	4.4	0.5	-0.2
2	COc1ccccc1CC(=O)NC1CC1	0.9	-4.4	-3.2	1.6	-6.0	-2.4	0.6	12.2	3.0	1.3
3	O=C(COc1ccc(S(=O)(=O)N2CCOCC2)cc1)NCc1ccco1	-7.0	-2.2	1.6	-1.9	1.0	7.7	0.6	-13.5	-1.1	0.0
4	Nc1c(-c2ccsc2)cnc2ncnn12	1.5	-1.8	-1.1	3.0	-3.9	3.2	0.2	-2.0	.	-0.3
5	Cc1ccc(S(=O)(=O)NCCC(=O)NCCc2ccc(S(N)(=O)=O)cc2)cc1C	.	7.8	3.2	1.6	4.7	-19.4	7.7	.	-0.9	i
6	O=C(Nc1ccccc1)Nc1nccs1	3.7	-3.6	-1.3	1.1	-1.6	-6.5	1.9	20.5	0.5	.
7	COCCCNC(=O)CN1C(=O)c2ccccc2C1=O	2.6	-10.1	0.9	3.9	6.6	-3.6	-0.3	25.2	.	i
8	CC(C)OC(=O)CSc1nc2ncc(Cl)cc2[nH]1	1.0	-5.4	5.6	3.2	5.0	-17.5	6.2	18.9	-3.3	i
9	COc1ccc(CC2(CO)CCN(S(=O)(=O)c3c(C)nn(C)c3C)CC2)cc1	-3.7	-8.3	5.9	-3.0	3.1	-4.3	2.5	11.1	.	.
10	CC(C)CN(CC(C)C)C(=O)c1cccc(S(=O)(=O)N2CCc3ccccc32)c1	2.7	1.5	-8.3	1.7	-1.9	-4.0	2.4	33.4	0.2	-0.3
11	O=C1CC(C(=O)Nc2ccc(Cl)cc2)S/C(=N\N=C\c2ccco2)N1 (centres undefined)	3.9	-17.4	-3.4	5.6	56.2*	.	-1.9	0.8	-0.9	i
12	C[C@@H](N)C(=O)N[C@H]1CCC2C3CC=C4C[C@@H](O)CC[C@]4(C)C3CC[C@@]21C (some centres undefined)	.	.	3.4	.	7.3	-4.4	-4.1	.	-0.8	i
13	CCn1c(NC(=O)C(C)C)c(-c2ccccc2)c(=O)c2ccccc21	2.5	5.2	0.3	-2.9	19.9	-7.6	3.5	9.6	-2.2	-0.3
14	Cc1cccc(OCC(=O)N2CCN(C(=O)c3cccs3)CC2)c1	-0.6	4.1	8.6	0.5	-3.8	-10.5	-1.2	40.1	1.4	.
15	Cc1ccc(NC(=O)Cc2ccc(Cl)cc2)cc1S(=O)(=O)N1CCCCCC1	.	-53.9	-3.7	0.0	8.4	-10.3	0.5	.	-1.0	i
16	OCC[C@H]1C[C@@H](O)[C@H](O)[C@@]2(Cc3ccccc3CCO2)O1	.	6.3	1.3	2.4	-1.7	-18.5	-0.9	.	-1.2	-0.3
17	CC(=O)Nc1ccccc1OCC(=O)NCC(F)(F)F	-0.7	-3.4	5.6	-0.3	-3.5	-2.7	1.0	-2.4	.	-0.4
18	CCN1C(=O)[C@@H]2C(C(=O)c3cnccn3)=NN[C@@H]2C1=O	6.8	-3.9	5.0	2.6	32.4*	-7.8	-0.8	16.3	-1.6	i
19	Cc1nnsc1C(=O)NC1CCCc2c1cnn2-c1ccccc1F (centres undefined)	2.6	-1.5	-1.2	-0.2	0.7	1.9	0.9	20.2	0.4	i
20	C(#Cc1ccc(C#CCN2CCOCC2)cc1)CN1CCOCC1	-0.5	9.7	4.4	1.4	9.5	-37.4	-0.3	3.4	-1.5	i
21	O=C1C(Cl)=C(NCc2cccnc2)C(=O)c2ccccc21	6.4	-75.9	3.1	2.5	9.3	8.6	-4.4	5.3	2.0	-0.4
22	Cn1cnc([N+](=O)[O-])c1Oc1ccccc1	9.0	1.7	5.9	1.8	4.9	-22.6	0.9	7.4	.	-0.4
23	CCCCNC(=S)NNC(=O)c1cccnc1	2.2	6.1	-2.9	0.6	0.9	-13.6	0.8	-0.2	2.9	6.7
24	Cc1ccc(S(=O)(=O)NP(=O)(Oc2ccccc2)Oc2ccccc2)cc1	2.3	-1.6	5.9	3.9	7.5	-17.0	1.8	23.4	.	i
25	Cc1ccc(S(=O)(=O)N(c2ccccc2)C2CCS(=O)(=O)C2)cc1 (centres undefined)	-1.4	-2.6	-0.3	-0.3	10.2	-2.0	1.5	13.6	-1.1	-8.2
26	CCOc1cc(/C=N/O)ccc1OCc1ccc(C)cc1	1.8	-8.0	-3.7	-0.1	3.3	.	-2.2	-6.9	.	-2.2
27	COc1ccccc1C(=O)N/N=C/c1c[nH]c2ccccc12	-1.9	9.7	0.4	0.0	14.4	.	2.1	19.7	.	i
28	CCOC(=O)CCCNS(=O)(=O)c1c(C)ccc2nsnc12	2.6	9.3	5.8	-1.0	5.5	5.0	2.9	22.3	.	-0.3
29	CCCCc1nc2sc3c(=O)[nH]c(=S)[nH]c3c2c2c1CCC2	.	.	0.7	.	3.8	-1.1	3.1	.	-0.5	i
30	CC(C)C(=O)Nc1ccc(C(=O)NN2C(=O)c3ccccc3C2=O)cc1	-4.3	7.5	9.2	.	9.3	-10.8	-1.2	11.0	-0.8	-0.2
31	O=C(O)C1C2CCC(O2)C1C(=O)Nc1ccc(Cl)cc1 (centres undefined)	1.1	-5.4	-1.3	1.3	0.0	-9.9	3.0	19.7	.	-0.3
32	COCCNC(=O)c1cnn2c(C(F)(F)F)cc(-c3ccc(C)cc3)nc12	-0.6	-4.4	11.2	0.0	3.2	-7.4	3.6	16.6	-0.4	-0.2
33	O=S(=O)(NCc1ccco1)c1cccc(S(=O)(=O)N2CCOCC2)c1	1.6	5.2	-5.9	-1.0	2.5	-22.7	-4.7	18.2	1.2	i
34	COc1ccccc1C(CNC(=O)c1ccc(NS(=O)(=O)c2ccc(F)c(C)c2)cc1)N1CCCC1 (centres undefined)	.	-0.2	2.6	-1.5	2.5	5.4	0.9	.	-3.4	0.9
35	COc1ccc(CC(=O)Nc2nc(-c3cccc([N+](=O)[O-])c3)cs2)cc1	0.0	-9.9	8.8	-1.6	12.6	5.6	5.3	8.2	.	0.8
36	O=C(OCc1nnc(-c2ccccc2Br)o1)c1ccco1	.	2.6	-1.0	1.6	1.3	-10.9	8.0	.	0.8	1.7
37	O=C(N/N=C/c1ccccn1)c1cc(-c2ccc(Cl)cc2)nc2ccccc12	0.3	5.2	6.3	.	8.0	.	2.1	8.6	-2.2	-0.6
38	COc1ccc(S(=O)(=O)N(CC(=O)N2CCCC2)Cc2ccccc2)cc1	-2.5	-2.7	0.4	-1.1	-4.6	-29.4	1.6	28.7	0.8	.
39	COc1cccc(OCC(=O)N(Cc2nc(-c3ccc(Cl)cc3)no2)C(C)C)c1	-0.2	-3.2	-13.8	-0.7	0.0	-17.5	6.8	19.0	-2.4	-0.1
40	CCC(Sc1nc2c(c(=O)n1CC)SC(C)C2)C(=O)OC (centres undefined)	4.7	-1.1	-7.7	1.8	18.7	0.0&-10.0	-0.4	-1.9	1.9	-0.3
41	Cc1cc(C(=O)COC(=O)C(C)NC(N)=O)c(C)n1Cc1ccco1 (centres undefined)	-1.6	-9.5	-11.3	-4.1	3.5	4.3	1.6	11.1	.	1.5
42	O=C(Cn1ccc(=O)[nH]c1=O)c1ccc([N+](=O)[O-])o1	.	.	4.2	.	14.2	.	0.4	.	0.5	i
43	CCC(C)N(CC(=O)NCc1ccc(OC)cc1)C(=O)c1csnn1 (centres undefined)	-0.9	-5.3	5.9	-1.3	5.8	-2.6	0.1	20.9	-1.3	i
44	COc1cc2cc(C(c3nnnn3C3CCCC3)N3CCc4ccccc43)c(=O)[nH]c2cc1OC (centres undefined)	-1.6	1.3	2.5	-0.1	18.3	0.6	8.8	28.4	.	-0.9
45	CCOC(=O)C1=C(c2ccccc2)NC(N)=NC1c1ccc(OCc2ccc(Cl)cc2)c(OC)c1 (centres undefined)	4.0	10.7	-43.7	-3.9	14.2	31.8	4.6	-2.7	.	-0.7
46	COc1ccc(OC)c(/C=C/c2c([N+](=O)[O-])c(=O)n(C)c(=O)n2C)c1	2.2	16.5	5.1	1.1	-2.2	0.3	1.0	-6.2	.	i
47	Cc1cccc(CN2C(=O)N/C(=C/c3cc(C)n(-c4ccccn4)c3C)C2=O)c1	3.3	0.3	-19.9	-0.8	23.9	12.4	0.0	-27.7	-0.5	i
48	Nc1ccc(C(=O)OCc2ccncc2)cc1[N+](=O)[O-]	-0.6	5.4	-0.8	1.6	0.0	-16.2	-0.6	26.2	.	-1.6
49	O=C(Cn1cc([N+](=O)[O-])cn1)NCCc1c[nH]c2ccccc12	2.9	0.8	1.7	-1.8	3.7	-0.8	2.2	-2.0	.	i
50	CC(C)(C)NC(=O)NC(=O)COC(=O)c1ccco1	-0.3	0.2	-0.9	2.5	6.9	4.7	0.2	4.9	-1.3	i
51	O=C(CCc1nnc2n(Cc3ccc(F)cc3)c(=O)c3ccccc3n12)N1CCN(c2ccccn2)CC1	0.3	2.3	-10.6	-1.5	-7.0	-9.2	4.0	12.8	0.9	0.1
52	N#Cc1ccc2ccn(CC(=O)NC3CCCCCC3)c2c1	-1.0	-6.9	-2.8	-1.0	-12.1	-11.9	14.1	31.3	0.2	-5.9
53	Cc1ccc(NC(=S)N2CCC(c3nc4ccccc4s3)CC2)cc1C	-3.6	-1.1	2.3	-2.4	6.6	-10.1	0.3	1.3	0.5	i
54	COC(=O)N/N=C/c1cc(C)n(-c2ccc(Br)cc2)c1C	5.7	6.1	-0.2	-1.6	-18.6	i	-2.8	21.0	1.8	i
55	COC(=O)C1=C(C)NC(C)=C(C(=O)OC)C1C(=O)OCc1nnc(-c2ccccc2Cl)o1	.	.	1.8	.	5.6	8.9	2.0	.	-2.5	-0.6
56	COc1ccc(/C=C/C(=O)OCC(=O)NC2CCCC2)cc1OC	.	5.0	-0.1	1.7	21.3	-8.5	7.1	.	-0.4	-7.1

# Single records, from the list above. Order of values: 3CLpro inhibitor	Rv3671c inh	MazEF act	Mtb UGM inh	GDH-TPI inh	SSB-PriA inh	FBA Mtb inh	DUSP3 inh	Mtb BioA inh	Vc quorum ag
# Listed for Cc1cc(C(=O)COC(=O)C(C)NC(N)=O)c(C)n1Cc1ccco1 (centres undefined) = -1.6	-9.5	-11.3	-4.1	3.5	4.3	1.6	11.1	.	1.5
# Listed for CCC(C)N(CC(=O)NCc1ccc(OC)cc1)C(=O)c1csnn1 (centres undefined) = -0.9	-5.3	5.9	-1.3	5.8	-2.6	0.1	20.9	-1.3	i
# Listed for O=C(Cn1cc([N+](=O)[O-])cn1)NCCc1c[nH]c2ccccc12 = 2.9	0.8	1.7	-1.8	3.7	-0.8	2.2	-2.0	.	i
# Listed for CCOC(=O)C1=C(c2ccccc2)NC(N)=NC1c1ccc(OCc2ccc(Cl)cc2)c(OC)c1 (centres undefined) = 4.0	10.7	-43.7	-3.9	14.2	31.8	4.6	-2.7	.	-0.7
